# Source: PubChem (National Center for Advancing Translational Sciences (NCATS))
# Glioma ERSR ind = qHTS for Inducers of the Endoplasmic Reticulum Stress Response (ERSR) in Human Glioma: qHTS | Potency, µM, inactives show at the top dose activation, usual class: activators | hit rate 0.02% among 420,000 | AID 602332, 2012 | U87-MG GRP78 promoter luciferase reporter, 16 h; active = well fitted activation curve with a large enough effect; inconclusive = small, poorly fitted or top-dose-only effect; inactive = no such curve, though single readings can be large or run the other way; note: potency is the fitted concentration of half-maximal effect; series mostly up to about 76 µM; % of control where 0% means no effect; nearly all actives have a fitted effect of over 35% in size
#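 Stably transfected U87-MG glioma cells carrying a GRP78-based luciferase sensor; 16 h compound incubation. Luminescence end-point read 10 min after Bright-Glo addition at room temperature.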
# LDHA block = qHTS assay for inhibitors of human lactate dehydrogenase. purified LDHA, NADH/diaphorase-resazurin fluorescence; hits give low values. activity change, % (values are at about 110 or 230 µM). hit rate 0.15% among 480,000; in the data active = activity change below about -30%; inconclusive = mostly about -25% to -30%;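 note: plate controls were DMSO wells for no effect and wells without enzyme for full effect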
#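 Enzyme activity of human lactate dehydrogenase 5 (2 nM; 0.06 mM NADH, 0.2 mM pyruvate, 5 min, RT) is measured via a resazurin/diaphorase fluorescence readout of residual NADH.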
# Active calls of the source: *; ? = inconclusive.
# Start of the data: the first 2 records, ahead of the listing:
# Order of values: Glioma ERSR ind | LDHA block
1	CC(=O)Nc1ccc(C(=O)N2CCCCC2c2cc(C(=O)NCc3ccc(F)cc3)no2)cc1 (configuration not stated)
 : 0% | -11
2	COCCNc1nc(NCc2ccc(C(C)C)cc2)c2sccc2n1
 : -6% | 0

# The whole of this part, from the first entry:
# Order of values: Glioma ERSR ind | LDHA block
1	CC(=O)Nc1ccc(C(=O)N2CCCCC2c2cc(C(=O)NCc3ccc(F)cc3)no2)cc1 (configuration not stated)
 : 0% | -11
2	COCCNc1nc(NCc2ccc(C(C)C)cc2)c2sccc2n1
 : -6% | 0
3	Cc1ccc2nc(C(C)(C)C)c(Cc3ccccc3C(F)(F)F)n2c1
 : 2% | 10
4	COc1cccc(-c2cc3nc(NCCOc4ccccc4Cl)n(C)c(=O)c3s2)c1
 : 2% | -15
5	CC(=O)Nc1cnc(-c2cccc(C(=O)N(C)C)c2)cn1
 : -1% | -9
6	Oc1cccc(-c2csc(C(O)(c3ccccc3)C(F)(F)F)n2)c1 (configuration not stated)
 : -2% | -9
7	CC(C)CN1CCN(C(=O)COC(=O)c2ccc(S(C)(=O)=O)c([N+](=O)[O-])c2)CC1
 : -13% | -6
8	CC1(C(=O)Nc2cccc(NS(C)(=O)=O)c2)CCN1CCc1ccccc1 (configuration not stated)
 : -3% | 0
9	CC(C)c1ccc(NC(=O)C2(C)Cc3c(-c4ccc(C(N)=O)cc4)ccnc3O2)cc1 (configuration not stated)
 : -4% | -6
10	CCOC(=O)C(CC)c1cc2n(c(=O)c1C#N)CCC21OCCO1 (configuration not stated)
 : -2% | -1

# Fetched by compound from above:
# Order of values: Glioma ERSR ind | LDHA block
4	COc1cccc(-c2cc3nc(NCCOc4ccccc4Cl)n(C)c(=O)c3s2)c1
 : 2% | -15
1	CC(=O)Nc1ccc(C(=O)N2CCCCC2c2cc(C(=O)NCc3ccc(F)cc3)no2)cc1 (configuration not stated)
 : 0% | -11
2	COCCNc1nc(NCc2ccc(C(C)C)cc2)c2sccc2n1
 : -6% | 0
7	CC(C)CN1CCN(C(=O)COC(=O)c2ccc(S(C)(=O)=O)c([N+](=O)[O-])c2)CC1
 : -13% | -6
3	Cc1ccc2nc(C(C)(C)C)c(Cc3ccccc3C(F)(F)F)n2c1
 : 2% | 10

# (cont.)
# Order of values: Glioma ERSR ind | LDHA block
11	CC1(C(=O)NCc2ccccc2)CCC(=O)N1CCOc1ccccc1 (configuration not stated)
 : -5% | -13
12	Cc1ccc(C(O)c2ncc(-c3cccc(C(F)(F)F)c3)[nH]2)c(C)c1 (configuration not stated)
 : -1% | -2
13	CCc1nc2ccc(C(=O)NCc3ccc4c(c3)OCO4)cn2c1N(CC)CCN(C)C
 : -1% | -3
14	COCCNC(=O)C1CCCN(C(=O)COCc2ccccc2)CC1 (configuration not stated)
 : -4% | -5
15	O=C(Nc1nnc([C@@H]2C[C@H](O)[C@@H](CO)O2)s1)c1cccc2ccccc12
 : -5% | -2
16	Fc1cccc(Cc2c(-c3ccccc3)nc3ccc(Cl)cn23)c1
 : 0% | 1
17	O=C(NC(c1ccc(Cl)cc1)c1ccsc1)C1CCN(Cc2cccc(C(F)(F)F)c2)CC1 (configuration not stated)
 : -6% | -4
18	Cc1c(C(=O)NCc2ccc(F)cc2)sc(=O)n1Cc1ccccc1F
 : 1% | 0
19	CC(=O)C1=CCC(c2ccc(C)cc2)N(S(=O)(=O)c2ccc(C)cc2)C1 (configuration not stated)
 : -4% | -3
20	COc1cc(CN2C[C@@H](CO)O[C@@H](n3cnc4c(N5CCN(C)CC5)ncnc43)C2)cc(OC)c1OC
 : -3% | -4

# Continuation.
# Order of values: Glioma ERSR ind | LDHA block
21	CC1(C(=O)Nc2ccc(Cl)cc2)Cc2c(-c3cccc(C(N)=O)c3)ccnc2O1 (configuration not stated)
 : -3% | -2
22	COc1ccc(NC(=O)c2cccc3c(-c4cccnc4)coc23)cc1
 : -1% | -11
23	Cn1c(NCCN2CCCC2)nc2cc(-c3ccsc3)sc2c1=O
 : -2% | -2
24	CCCC(=O)N1CCC1(C)C(=O)NS(=O)(=O)c1cccc(F)c1 (configuration not stated)
 : -4% | -12
25	CC(C)C[C@H]1CNC(=S)N1C[C@H]1CCCN1C[C@H](Cc1ccc(O)cc1)N1C[C@H](CC(C)C)N(CC2CCCCCC2)C1=S
 : -1% | -17
26	CC(N)c1csc(NC(=O)Nc2cccc(C(F)(F)F)c2)n1 (configuration not stated)
 : -7% | -10
27	CCCCn1nnnc1C(CCc1ccccc1)N1CCN(C/C=C/c2ccccc2)CC1 (configuration not stated)
 : -2% | 2
28	CCc1nc2ccc(C(=O)NCc3ccc4c(c3)OCO4)cn2c1N(C)Cc1ccc(OC)cc1
 : 1% | -5
29	O=C(Nc1ccn(CCOC(=O)c2ccccc2)c(=O)n1)c1ccccc1
 : -3% | 0
30	CN1CCC(C)(C(=O)Nc2ccc3c(c2)OCCO3)C1 (configuration not stated)
 : -1% | -5

# Single records, from the list above:
# COc1ccc(NC(=O)c2cccc3c(-c4cccnc4)coc23)cc1 as listed: Glioma ERSR ind: -1%; LDHA block: -11
# CC(C)c1ccc(NC(=O)C2(C)Cc3c(-c4ccc(C(N)=O)cc4)ccnc3O2)cc1 (configuration not stated) as listed: Glioma ERSR ind: -4%; LDHA block: -6

# Remaining list, next part
# Order of values: Glioma ERSR ind | LDHA block
31	Oc1ccc(C[C@H]2CN([C@@H](Cc3ccc(O)cc3)CN3CCC[C@@H]3CN3C(=S)NC[C@@H]3Cc3ccccc3)C(=S)N2CC2CCCCCC2)cc1
 : -3% | -18
32	Cc1ccc(CN2CC(N3CCC(c4ccccc4)CC3)CS2(=O)=O)cc1 (configuration not stated)
 : -4% | 0
33	Cc1ccsc1-c1cc2nc(NCCCN(C)C)n(C)c(=O)c2s1
 : 3% | -8
34	Cc1ccc(NC(=O)C2(C)CCN2C(=O)C2CCCCC2)cc1C (configuration not stated)
 : -3% | 1
35	COc1ccc(Cl)cc1-c1noc([C@@H]2O[C@H](CO)[C@H](O)[C@H](O)[C@H]2O)n1
 : -2% | -6
36	CCc1nc2ccc(C(=O)Nc3ccc4c(c3)OCC(=O)N4)cn2c1N(CC)Cc1cccc(Br)c1
 : -3% | -5
37	Cc1ccccc1CNC(=O)c1csc([C@H]2C[C@H](O)[C@@H](CO)O2)n1
 : 1% | -9
38	Cc1cc2nc(C3CCCCC3)c(Cc3ccccc3)n2c(C)c1Br
 : -2% | -5
39	COc1ccc(Cl)cc1CC1(C)C(=O)Nc2ccc(S(=O)(=O)NC3CCCCC3)cc21 (configuration not stated)
 : -4% | -5
40	O=C(NCC1CCCCC1)c1ccc2nc([C@@H]3O[C@H](CO)[C@@H](O)[C@H]3O)[nH]c2c1
 : -3% | 0

# Following part.
# Order of values: Glioma ERSR ind | LDHA block
41	CCCNC(=O)C1(C)CCN(C(=O)c2ccc(F)c(Cl)c2)C1 (configuration not stated)
 : -5% | -4
42	Cc1c(C(=O)NCc2ccccc2C(F)(F)F)sc(=O)n1Cc1ccc2c(c1)OCO2
 : -2% | -4
43	CCc1nc2ccc(C(=O)N3CCN(C(=O)c4ccco4)CC3)cn2c1N(C)CCC(C)C
 : -1% | 1
44	COc1ccc(CNC(=O)C2(C)Cc3c(-c4ccc(N(C)C)cc4)ccnc3O2)cc1OC (configuration not stated)
 : 3% | 0
45	CC(C)C[C@@H](CN1CCC[C@@H]1CN1C(=S)NC[C@@H]1Cc1ccc(O)cc1)N1C[C@H](Cc2ccc(O)cc2)N(CC2CCCCC2)C1=S
 : -13% | -10
46	CCc1cnc(Nc2nc(C(N)c3ccccc3Cl)cs2)nc1 (configuration not stated)
 : -5% | -4
47	O=C(c1cccc(Br)c1)c1nc2ccccc2[nH]c1=O
 : -3% | -3
48	CC1(C(=O)NC2CCCCCC2)CCN1C(=O)C1(c2ccccc2)CC1 (configuration not stated)
 : -4% | -1
49	C=CCOc1ccc(Cl)cc1-c1noc(-c2csc([C@H]3C[C@H](O)[C@@H](CO)O3)n2)n1
 : -1% | -9
50	CC1(C(=O)NCc2ccco2)Cc2c(-c3ccc(C(N)=O)cc3)ccnc2O1 (configuration not stated)
 : 0% | -10

# Additional structures
# Order of values: Glioma ERSR ind | LDHA block
51	FC(F)(F)c1ccc(Cl)c(Nc2nnc(-c3ccncc3)s2)c1
 : -3% | 0
52	CC1(C(=O)Nc2ccccc2F)CCN1C(=O)Cc1ccc(-c2ccccc2)cc1 (configuration not stated)
 : -1% | 0
53	COc1ccc(-c2cc(NC(C)=O)c3ncc(-c4cccc(C(C)=O)c4)n3c2)cc1OC
 : ? | 11
54	CCc1nc2c(OCc3ccc(C(F)(F)F)cc3)cccn2c1N(C)C(=O)c1ccc(C)cc1
 : 5% | 4
55	CCN(CC)C(=O)c1ccc2nc([C@@H]3O[C@H](CO)[C@H](O)[C@H](O)[C@H]3O)[nH]c2c1
 : 0% | -1
56	O=C(Nc1ccccc1)c1cc(C2CCCCN2S(=O)(=O)c2cccs2)on1 (configuration not stated)
 : 5% | -7
57	CCCc1nc2ccc(C)cn2c1Cc1ccsc1
 : 0% | 3
58	CC(C)Oc1cc(F)ccc1-c1cc(C(=O)Nc2ccc(F)cc2)[nH]n1
 : 3% | -11
59	Cn1c(=O)c2cc(NC(=O)OCCF)ccc2n1Cc1cccc(C(F)(F)F)c1
 : -4% | 1
60	COC(=O)c1cnc(Nc2nc(CN)cs2)nc1C(F)(F)F
 : 0% | -4

# Additional compounds.
# Order of values: Glioma ERSR ind | LDHA block
61	CCOC(=O)C1(C)CCCN(C(=O)c2ccc(N(C)C)cc2)C1 (configuration not stated)
 : 0% | 0
62	CCc1nc2ccc(C(=O)N3CCN(S(=O)(=O)CC)CC3)cn2c1N(C)C(=O)c1cccc(OC)c1
 : -1% | -2
63	Cc1ccc2nc(-c3ccco3)c(CC3CCCCC3)n2c1
 : -1% | -2
64	CC(=O)Nc1ccc(-c2ccnc3c2CC(C(=O)Nc2cccc(N(C)C)c2)O3)cc1 (configuration not stated)
 : -5% | 3
65	CC1(C(=O)NS(=O)(=O)C2CC2)CCCN(C(=O)c2ccc3c(c2)OCO3)C1 (configuration not stated)
 : 5% | 2
66	O=C(O)Cc1ccc(N2N=C(c3ccccc3)CC2=O)cc1
 : -6% | -5
67	Clc1cccc(-c2nc3c4ccccc4ccn3c2CC2CCCCC2)c1
 : -4% | -6
68	Cc1nc(C(F)(F)F)ccc1C(=O)N1CCC1(C)C(=O)NS(=O)(=O)c1cccc(C#N)c1 (configuration not stated)
 : -3% | -2
69	CSc1ccc(CN2CCC(C)(Oc3ccc4ccccc4c3)C2)cc1 (configuration not stated)
 : -6% | -12
70	COc1ccccc1CNc1nc(NCc2ccccc2)nc2ccsc12
 : 3% | -4

# Other compounds:
# Order of values: Glioma ERSR ind | LDHA block
71	Cc1ccc(NC(=O)CNC(=O)CN2C(=O)c3ccccc3C2=O)cc1
 : 2% | -7
72	OC(c1ccc(F)cc1)c1nc(-c2cncnc2)cs1 (configuration not stated)
 : -1% | -11
73	COc1cccc(NC(=O)C2(C)CCCN(C(C)C)C2)c1 (configuration not stated)
 : 5% | -2
74	CCSc1ccc(-c2cc(NC=O)c3ncc(-c4cccc(C(=O)NCCN(C)C)c4)n3c2)cc1
 : -10% | 0
75	CCc1nc2c(OCc3ccc(Cl)cc3)cccn2c1N(C)C(=O)c1ccccc1F
 : -3% | 2
76	CC(C)(C)Cc1c(-c2cccc(Br)c2)nc2ccc(Br)cn12
 : -2% | 2
77	CC1(C(=O)NCCc2ccccc2)Cc2c(-c3ccccc3)ccnc2O1 (configuration not stated)
 : -5% | -2
78	CN(Cc1ccccc1)C(=O)c1ccc2nc([C@H]3C[C@H](O)[C@@H](CO)O3)[nH]c2c1
 : -1% | -8
79	CC1(C(=O)NCC(F)(F)F)CCN1C(=O)Cc1ccc(-c2ccccc2)cc1 (configuration not stated)
 : -1% | 1
80	CC1(C(=O)Nc2ccccc2)Cc2c(-c3cccc(C(F)(F)F)c3)ccnc2O1 (configuration not stated)
 : -2% | -4

# The list is partial; count on the stated rates, not on these rows.
